XIAP displacement = XIAP antagonists, biochemical, IAP family, fluorescence polarization (AID 1018). XIAP BIR domain, fluorescence polarization peptide displacement; higher % means a stronger effect. 200,000 tested, 0.007% active. one-dose displacement, % at 20 µM; IC50 in µM for titrated hits; in the data active = displacement above about 50%; note: a part of the inactive calls stands beside numbers as strong as those of hits
human PMI inhibitors = human PMI inhibitors, high substrate, primary screen, biochemical, fluorescence intensity, high mannose 6-phosphate (AID 1220); recombinant PMI enzyme, coupled fluorescence intensity; higher % means a stronger effect; one-dose inhibition, % at 20 µM; IC50 in µM for titrated hits; 190,000 tested, 0.66% active; in the data active = inhibition above about 50%
Salmonella PhoP GFP = inhibitors of PhoP regulon expression, primary screen, Salmonella Typhimurium, GFP reporter (AID 1863) | one-dose inhibition, % at 50 µM; IC50 in µM for titrated hits | 300,000 tested, 0.16% active | S. Typhimurium PhoP-regulated promoter GFP reporter, 4 h; higher % means a stronger effect;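 active = inhibition over 29.93%, a cutoff 3 SD above the screen mean, later confirmed by dose response; inconclusive = inhibition over 29.93% but no dose response follow-up; inactive = inhibition at most 29.93% or unconfirmed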;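 note: 0% = low Mg2+ inducing control and 100% = high Mg2+ repressing control; strong numbers were not always called active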
West Nile antiviral = West Nile virus antiviral activity, cell-based, CPE readout (AID 1621). 290,000 tested, 0.02% active. West Nile virus-infected cells, CPE inhibition; higher % means a stronger effect. CPE inhibition, % at 10 µM, or IC50 in µM where a hit was titrated; in the data active = a potency from the dose series; inconclusive = CPE inhibition mostly from about 3.7% at the one dose, without a potency; inactive = the rest, 99 in 100 with CPE inhibition below about 2.2%; note: strong numbers were not always called active
SIAH1 antagonists = Siah-1 peptide-binding antagonists, primary screen, biochemical, fluorescence polarization, rhodamine-plectin, uHTS (AID 1817). Siah-1 / rhodamine-plectin peptide fluorescence polarization; higher % means a stronger effect. 290,000 tested, 0.02% active. displacement, % at 20 µM; hits with a dose series show IC50 in µM;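 active = displacement of at least 50% at 20 µM, with a fluorescence ratio check between 0.3 and a set limit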;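 note: plate controls were Siah plus tracer with DMSO for no effect and tracer alone without Siah for full effect; strong numbers were not always called active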
P. falciparum M17LAP = P. falciparum M17LAP inhibitors, primary screen, biochemical, fluorogenic H-Leu-NHMec substrate, 1536-well (AID 1619); recombinant M17LAP, H-Leu-NHMec fluorogenic kinetic assay; higher % means a stronger effect; one-dose inhibition, % at 30 µM; IC50 in µM for titrated hits; 220,000 tested, 0.38% active;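 active = compound inhibiting the enzyme by more than half at any dose during confirmatory dose-response retesting; inconclusive = strong single-dose inhibitors picked by rank but not retested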;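 note: plate controls were full reaction with DMSO carrier for no effect and no enzyme background for full effect; strong numbers were not always called active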
CSM14.1 death rescue = rescue of cells from ER stress-induced death, primary screen, 384-well, CSM14.1, thapsigargin, ATP luminescence (AID 1222). one-dose cellular ATP content (survival), % at 20 µM; EC50 in µM for titrated hits. 190,000 tested, under 10 active. CSM14.1 thapsigargin-induced death rescue, ATP luminescence; higher % means a stronger effect;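 active = EC50 below 50 µM in the dose-response confirmation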;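 note: death triggered by thapsigargin at about 15 µM added after 2 h compound pretreatment; cell ATP read after overnight thapsigargin exposure of roughly 18 to 22 hours; normalized against plate controls of thapsigargin alone and 5% DMSO vehicle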
M1AAP inhibition = malaria alanyl aminopeptidase activity blockers – biochemical, fluorogenic H-Leu-NHMec substrate, 1536-well (AID 1445); 220,000 tested, 0.42% active; recombinant M1AAP, H-Leu-NHMec fluorogenic kinetic assay; higher % means a stronger effect; inhibition, % at 30 µM; hits with a dose series show IC50 in µM;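 active = primary inhibition above the hit cutoff, then over 50% inhibition at one or more dose response concentrations, cut at about 23% in these data, passing the limit was not always enough; inconclusive = conflicting primary data, or primary hits not chosen for dose response; inactive = low primary inhibition, or under 50% at every dose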;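 note: plate controls were DMSO full reaction for no effect and no enzyme background for full effect; strong numbers were not always called active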
Yfh1-off respiration = enhancers of respiration in Yfh1-depleted yeast, dose response, Friedreich's ataxia, plus single-dose screen (AID 1465) | S. cerevisiae Yfh1-off respiration, WST-1 reduction, 72 h; higher fold induction means a stronger effect | 220,000 tested, 0.074% active | fold induction at 50 µM; hits with a dose series show EC50 in µM;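 active = fold induction of absorbance versus untreated yeast above a set limit, then at least 30% activation at any dose in follow-up; inconclusive = repeats straddling the limit, or above it without dose testing; inactive = fold induction below the set limit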;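 note: activators that raise dye reduction in frataxin-depleted yeast; strong numbers were not always called active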
An asterisk follows results filed as active; i = inactive; u = inconclusive; x = no result given.

SMILES	XIAP displacement	human PMI inhibitors	Salmonella PhoP GFP	West Nile antiviral	SIAH1 antagonists	P. falciparum M17LAP	CSM14.1 death rescue	M1AAP inhibition	Yfh1-off respiration
COc1ccc(CNC(=O)CN(C(=O)Cn2nnc(-c3ccccc3F)n2)c2ccc(C)cc2)cc1	-8.6%	6%	0%	-0.8%	0%	16%	1.9%	1%	i
FC(F)(F)c1ccc(CN2C[C@@H]3C(c4ccccc4)C4(c5cccnc5)CC3(C4)[C@H]2c2ccccc2)cc1 (stereo partly specified)	x	x	-3%	0.2%	6%	5%	x	4%	i
CCOC(=O)C(/C=C(\C#N)C(=O)OCC)=C(/N)N1CCN(c2c(C)cccc2C)CC1	-3.1%	9%	34%	-0.2%	1%	11%	3.0%	-1%	i
Cc1cccc(NC(=O)C(C)Oc2ccccc2C)n1 (stereo unspecified)	-4.8%	9%	-10%	0.1%	2%	5%	x	1%	i
CCCN1CCN(C(=O)c2cn(CC(C)C)c(=O)c3cc(OC)c(OC)cc23)CC1	-5.9%	-3%	-2%	x	-2%	14%	-0.8%	2%	x
COc1cc2c(cc1OC)CN(C1CC(=O)N(c3c(C)cccc3C)C1=O)CC2 (stereo unspecified)	-3.6%	2%	-2%	-0.2%	-2%	3%	-0.5%	9%	i
COc1cc(O)c(CCO)c2c1C(=O)C[C@@H](C)O2	-6.0%	9%	-6%	-0.4%	-6%	5%	-0.7%	8%	i
CCN(CC)C(=O)C(=O)c1cccn1-c1cccc(Cl)c1C#N	-5.2%	14%	8%	0.0%	-1%	7%	-0.1%	4%	i
CC(=O)c1cccc(CN2CCN(Cc3ccc(C)cc3)C(CCO)C2)c1 (stereo unspecified)	-18%	44%	-1%	0.3%	-1%	-3%	-1.2%	-3%	i
CC1CCc2c(sc3ncn(CC(=O)N=Nc4c(O)[nH]c5ccccc45)c(=O)c23)C1 (stereo unspecified)	x	x	-9%	0.0%	-5%	-5%	x	1%	i
CC1(C)OC(=O)N2CCc3ccccc3C21C (stereo unspecified)	-5.9%	-7%	6%	0.4%	1%	3%	-2.7%	-2%	i
CCOc1ccc(Oc2cc(NC(=O)c3ccco3)cc([N+](=O)[O-])c2)cc1	-4.3%	14%	-4%	x	6%	2%	0.5%	10%	x

Profiles, quoted from the list. Values in the order: XIAP displacement | human PMI inhibitors | Salmonella PhoP GFP | West Nile antiviral | SIAH1 antagonists | P. falciparum M17LAP | CSM14.1 death rescue | M1AAP inhibition | Yfh1-off respiration
Entry for CCCN1CCN(C(=O)c2cn(CC(C)C)c(=O)c3cc(OC)c(OC)cc23)CC1 → -5.9% | -3% | -2% | x | -2% | 14% | -0.8% | 2% | x
Entry for COc1cc2c(cc1OC)CN(C1CC(=O)N(c3c(C)cccc3C)C1=O)CC2 (stereo unspecified) → -3.6% | 2% | -2% | -0.2% | -2% | 3% | -0.5% | 9% | i
Entry for CC(=O)c1cccc(CN2CCN(Cc3ccc(C)cc3)C(CCO)C2)c1 (stereo unspecified) → -18% | 44% | -1% | 0.3% | -1% | -3% | -1.2% | -3% | i
Entry for CC1(C)OC(=O)N2CCc3ccccc3C21C (stereo unspecified) → -5.9% | -7% | 6% | 0.4% | 1% | 3% | -2.7% | -2% | i
Entry for CCOC(=O)C(/C=C(\C#N)C(=O)OCC)=C(/N)N1CCN(c2c(C)cccc2C)CC1 → -3.1% | 9% | 34% | -0.2% | 1% | 11% | 3.0% | -1% | i

Next structures follow:
SMILES	XIAP displacement	human PMI inhibitors	Salmonella PhoP GFP	West Nile antiviral	SIAH1 antagonists	P. falciparum M17LAP	CSM14.1 death rescue	M1AAP inhibition	Yfh1-off respiration
CC1(C)CC(=O)C/C(=N/Nc2nc3ccccc3s2)C1	-2.9%	3%	7%	-0.8%	-8%	-1%	1.7%	9%	i
O=C1CC(c2c[nH]c3ccccc23)C(=O)N1c1ccccc1 (stereo unspecified)	-5.6%	2%	4%	0.1%	7%	17%	-0.6%	-1%	i
Cc1ccn2cc(CCNC(=O)C3CCCCC3)nc2c1	-0.3%	9%	5%	-0.3%	-2%	-12%	x	-2%	i
Cc1ccc(/C=C/C(=O)Nc2ccc(Oc3ccccc3)cc2)o1	-1.0%	6%	0%	-0.3%	2%	6%	-0.7%	14%	i
CC(C)NC(=O)c1ccc(Cl)cc1Cl	-9.2%	14%	9%	-0.2%	2%	14%	0.4%	0%	i
N=C(c1ccc([N+](=O)[O-])cc1)N1CCCCC1	-6.6%	2%	-4%	0.7%	3%	-4%	-0.2%	5%	i
CCOc1ccc(C(=O)CCC(=O)NC(C)C(=O)OC)cc1 (stereo unspecified)	-4.4%	-5%	2%	0.3%	3%	-5%	x	-2%	i
CCOC(=O)N/N=C/c1cn(Cc2ccccc2Cl)c2ccccc12	-4.4%	0%	-2%	-0.3%	-1%	-11%	-1.5%	4%	i
Cc1nc(NC(=O)c2ccccc2)sc1-c1csc(Nc2ccc(Cl)cc2Cl)n1	-0.8%	4%	-1%	0.7%	2%	2%	-1.5%	9%	i
CC(=O)COc1cc(C)cc2oc(=O)c(C)c(C)c12	61%*	1%	-15%	-0.3%	-8%	6%	4.0%	2%	i
COc1ccc(C2CC(c3cccs3)=NN2C(=O)CSc2nncn2C)cc1OC (stereo unspecified)	-5.9%	-11%	-5%	-0.3%	-2%	3%	0.0%	0%	i
COc1cccc(C2NC(=O)NC(C)=C2C(=O)Nc2cc(OC)ccc2OC)c1 (stereo unspecified)	-3.2%	7%	0%	-0.6%	2%	0%	-1.8%	4%	i

Two records picked at random from the list so far, as already listed:
SMILES	XIAP displacement	human PMI inhibitors	Salmonella PhoP GFP	West Nile antiviral	SIAH1 antagonists	P. falciparum M17LAP	CSM14.1 death rescue	M1AAP inhibition	Yfh1-off respiration
CC(C)NC(=O)c1ccc(Cl)cc1Cl	-9.2%	14%	9%	-0.2%	2%	14%	0.4%	0%	i
Cc1nc(NC(=O)c2ccccc2)sc1-c1csc(Nc2ccc(Cl)cc2Cl)n1	-0.8%	4%	-1%	0.7%	2%	2%	-1.5%	9%	i

Later entries
SMILES	XIAP displacement	human PMI inhibitors	Salmonella PhoP GFP	West Nile antiviral	SIAH1 antagonists	P. falciparum M17LAP	CSM14.1 death rescue	M1AAP inhibition	Yfh1-off respiration
O=C(Nc1ccc(S(=O)(=O)N2CCCC2)cc1)C1COc2ccccc2O1 (stereo unspecified)	0.5%	-3%	1%	0.3%	4%	-1%	-1.2%	-3%	i
Cc1cccc(N(CC(N)=O)C2SC(=O)NC2=O)c1 (stereo unspecified)	-3.8%	7%	0%	0.5%	-1%	1%	-2.9%	2%	i
Cc1cccc(OCCNc2nc3c(c(=O)n(C)c(=O)n3C)n2C)c1	-8.5%	3%	-6%	-0.1%	-4%	-7%	7.8%	8%	i
CC(=O)NC(=O)NC1CSCC1OC(C)=O (stereo unspecified)	1.8%	4%	1%	0.0%	0%	4%	3.4%	2%	i
Cc1ccc(NC(=O)COC(=O)C(CC(C)C)N2C(=O)C3CC=CCC3C2=O)c(C)c1 (stereo unspecified)	-2.2%	3%	6%	-0.3%	7%	0%	-1.1%	8%	i
CC(=O)c1c(C)nc(-c2ccc(OCC(=O)Nc3ccccc3)cc2)n1O	-2.0%	-12%	-11%	-0.3%	7%	5%	1.6%	6%	i
COc1ccc(NC(=O)C2CC(=O)N/C(=N/N=C/c3ccccc3)S2)cc1 (stereo unspecified)	x	x	-3%	-0.1%	12%	7%	x	1%	i
Cc1cc(C(=O)CN2CC(C)OC(C)C2)c(C)n1-c1ccccc1 (stereo unspecified)	-4.6%	3%	19%	-0.3%	-4%	8%	-1.6%	2%	i
O=C(CSc1nc(-c2ccccc2)cc(=O)[nH]1)NCc1ccc2c(c1)OCO2	-15%	13%	-2%	0.9%	7%	6%	-1.6%	6%	i
COc1ccccc1Nc1nc(N)nc(CSc2nncn2C)n1	-3.8%	0%	-8%	0.2%	2%	17%	-1.5%	11%	i
O=C(/C=C/c1ccco1)NC(=S)Nc1cc(-c2nc3ccccc3s2)ccc1Cl	-3.2%	-4%	1%	-1.1%	-3%	8%	4.7%	4%	i
COc1ccc2c(c1)[nH]c1c(=O)n(/N=C/c3ccc(OC)c(COc4ccccn4)c3)cnc12	-19%	-4%	-5%	0.2%	7%	7%	-1.5%	0%	i
CN(C)/C=C/C(=O)c1ccc(C(F)(F)F)cc1F	-0.6%	2%	5%	0.6%	11%	6%	-0.5%	7%	i
C/C(Cc1ccccc1)=N\NC(=O)c1cccnc1	-8.8%	-4%	8%	0.1%	6%	0%	-0.6%	8%	i
Cc1nn(-c2ccc(F)cc2)c2nc(N)c(C#N)c(-c3cccs3)c12	-6.2%	7%	-8%	0.0%	0%	8%	-2.9%	13%	i
O=c1c2ccccc2nc2n1C(CSc1ccc(F)cc1)CS2 (stereo unspecified)	-9.0%	0%	-3%	-0.4%	4%	-3%	0.7%	5%	i
COC(=O)c1[nH]c2ccc(C)cc2c1NC(=O)C1=COCCO1	-4.4%	9%	-2%	0.8%	0%	21%	-2.4%	7%	i
O=c1cc(O)nc(SCc2ccccc2)n1-c1ccc(Cl)cc1	-6.9%	4%	-12%	-0.1%	15%	6%	-0.7%	9%	i
COc1ccc(Cl)cc1S(=O)(=O)N1CCC(O)(c2ccc(Cl)cc2)CC1	x	x	-6%	-0.8%	4%	-7%	x	0%	i
COc1ccc(/C(N)=N/OC(=O)c2cccc([N+](=O)[O-])c2)cc1	-4.0%	-8%	-3%	-0.1%	2%	1%	-1.5%	6%	i
Cc1nccn1CCCNCc1c(C(=O)N2CCCCCCC2)nc2ccc(Cl)cn12	-3.7%	-5%	-16%	-0.3%	2%	1%	0.5%	5%	i
O=C1Cc2ccccc2C(=O)N1Cc1ccccc1	-3.3%	-26%	10%	-0.1%	4%	-2%	-1.2%	0%	i
COc1ccccc1NC(=O)CSc1nc(O)cc(=O)[nH]1	0.0%	12%	6%	1.4%	5%	75µM*	-2.6%	u	i
O=C(c1cc2ccccc2o1)n1nnc2ccccc21	-4.2%	10%	-9%	0.2%	2%	64%	0.3%	-1%	i
CCCCn1c(=N)n(CC(=O)c2ccco2)c2ccccc21	-15%	-5%	2%	0.4%	0%	7%	-0.6%	2%	i
C=CCOC(=O)/C(=C\c1cccc2ccccc12)NC(=O)c1ccccc1	-0.7%	6%	1%	-0.1%	2%	-1%	-0.1%	-14%	i
Clc1ccc(Nc2ccc(-n3ccnc3)nn2)cc1Cl	-4.1%	13%	16%	0.0%	-2%	2%	-2.9%	-3%	i
CCOC(=O)c1c(-c2ccc(Cl)cc2)csc1NC(=O)CNCc1ccco1	x	x	-8%	-0.4%	-4%	3%	x	-4%	i
CN1CCN(Cn2cc(/C=C/C(=O)c3ccccc3)c3ccccc32)CC1	-23%	10%	16%	2.0%	4%	13%	-3.6%	8%	i

The order is random, and some 1.6% of all compounds hit somewhere here.
